Screens: PubChem BioAssay, several laboratories
Vc quorum ag: induces V. cholerae light production without autoinducers; V. cholerae BH1578 lux reporter, luminescence, 6 h; activation, % at 18.7 µM; hit rate 0.16% among 350,000; AID 588436; in the data active = activation mostly above about 9.7%, no sharp cut-off; inconclusive = no clear call, values can overlap the other calls; inactive = mostly below about 3.7%; note: not every result past the cut was called active; inactives centre near 0; reference of the scale not given here
MazEF act: MazEF (E. coli) toxin RNase activation | FAM/BHQ RNA-DNA oligo cleavage fluorescence, 5 h | activation, % at 20 µM | P0AE70 | AID 504720 | hit rate 0.32% among 350,000; in the data active = activation above about 50%
Target sequence (P0AE70 whole entry, looked up): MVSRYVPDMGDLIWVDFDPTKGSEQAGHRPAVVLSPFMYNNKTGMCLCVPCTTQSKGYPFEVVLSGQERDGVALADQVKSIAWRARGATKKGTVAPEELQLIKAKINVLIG
TcdB inh: TcdB glycohydrolase inhibition. inhibition, % at 9.99 µM. P18177. hit rate 0.24% among 350,000. TcdB glycohydrolase enzymatic assay, plate reader; in the data active = inhibition above about 10%
3CLpro inhibitor: SARS-CoV 3CLpro protease inhibition. P0C6X7. hit rate 0.14% among 290,000. inhibition, % at 6 µM. AID 1706. recombinant SARS-CoV 3CLpro, quenched FRET peptide cleavage; in the data active = inhibition above about 12%
Y pestis TopoI: blocks Yersinia pestis topoisomerase I activity; Y. pestis Topo-I cleavage product accumulation, plate reader; activity, % at 10 µM; hit rate 0.064% among 360,000; AID 504884; in the data active = activity above about 50%, passing the limit was not always enough; inconclusive = no clear call, values can overlap the other calls; note: inactives centre near 2
DUSP3 inh: DUSP3 (human) phosphatase inhibition | AID 1654 | P51452 | inhibition, % at 13.3 µM | hit rate 0.52% among 290,000 | recombinant VHR phosphatase, pNPP absorbance; in the data active = inhibition above about 50%; note: some compounds called inactive have numbers as strong as hits
Target sequence (P51452 whole entry, looked up): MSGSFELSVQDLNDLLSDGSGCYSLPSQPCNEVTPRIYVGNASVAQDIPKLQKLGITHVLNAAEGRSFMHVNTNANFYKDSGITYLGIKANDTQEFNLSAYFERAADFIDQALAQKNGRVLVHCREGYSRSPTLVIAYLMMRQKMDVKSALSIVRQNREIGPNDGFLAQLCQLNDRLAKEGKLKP
PriA SSB inh: blocks PriA binding to SSB C-terminal tail | AlphaScreen SSBct-PriA binding, biotinylated peptide | inhibition, % at 33 µM | hit rate 0.6% among 430,000 | AID 1272365; in the data active = inhibition mostly above about 37%, no sharp cut-off; inactive = mostly below about 20%;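 note: plate controls were negative control peptide for no effect and reference peptide for full effect; strong numbers were not always called active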
PrPC surface inh: inhibitors of human cell surface prion protein PrPC; P04156; TR-FRET read-out; inhibition, % at 13.8 µM; hit rate 0.43% among 370,000; AID 720596; in the data active = inhibition above about 24%; note: 0% = median of the test wells and 100% = reference compound wells
Rv3671c protease: inhibits the M. tuberculosis serine protease Rv3671c | hit rate 0.048% among 320,000 | P9WHR9 | inhibition, % at 5.96 µM | AID 2606; in the data active = inhibition above about 38%;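 note: extracellular domain of Rv3671c used as enzyme; 0% = enzyme with DMSO and 100% = no enzyme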
Target sequence (P9WHR9 whole entry, looked up, the tested form may be a part): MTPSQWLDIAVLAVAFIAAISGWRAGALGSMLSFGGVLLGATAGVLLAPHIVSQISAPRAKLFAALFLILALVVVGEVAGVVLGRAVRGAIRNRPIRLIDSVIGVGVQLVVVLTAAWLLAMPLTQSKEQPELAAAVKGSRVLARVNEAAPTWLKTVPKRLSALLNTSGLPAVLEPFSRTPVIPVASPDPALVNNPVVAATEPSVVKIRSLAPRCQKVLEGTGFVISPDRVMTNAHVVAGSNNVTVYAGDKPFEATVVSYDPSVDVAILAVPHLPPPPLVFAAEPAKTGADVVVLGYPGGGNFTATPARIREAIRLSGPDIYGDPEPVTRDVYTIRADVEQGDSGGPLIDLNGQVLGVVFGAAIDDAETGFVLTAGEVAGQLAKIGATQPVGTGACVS
CCHFV vOTU inh: blocks the CCHF virus ovarian tumor domain protease. inhibition, % at 11.5 µM. CCHFV vOTU protease, Pep-AMC fluorescence. hit rate 0.55% among 370,000; in the data active = inhibition above about 30%; note: 0% = vehicle wells with enzyme and 100% = no enzyme wells
* = called active by the depositor; i = inactive; ? = inconclusive; . = not tested or not shown.

SMILES	Vc quorum ag	MazEF act	TcdB inh	3CLpro inhibitor	Y pestis TopoI	DUSP3 inh	PriA SSB inh	PrPC surface inh	Rv3671c protease	CCHFV vOTU inh
CC(C)(/C=N/O)/[N+]([O-])=C/c1ccccc1	-0.1	-2	2.2	-4	8	25	i	-2	-2	-3
COc1ccccc1CNS(=O)(=O)CC12CCC(CC1=O)C2(C)C (stereo unspecified)	0.4	6	0.5	-2	3	16	-2	-4	-7	12
O=C(NCCS(=O)c1ccc(Cl)cc1)c1cccc(Cl)c1 (stereo unspecified)	-0.2	-7	1.0	-1	11	20	-5	-3	3	12
Cc1ccc(NC(=O)c2cc(S(=O)(=O)N3CCCCC3)c[nH]2)cc1Cl	-0.4	.	0.6	.	1	.	.	0	.	4
Nn1c(SCC(=O)N2CCCCCC2)nnc1-c1ccco1	-0.6	-1	0.3	.	0	.	1	-3	3	-9
CCOC(=O)C(NC(=O)NCc1ccccc1)(OCC)C(F)(F)F (stereo unspecified)	-0.3	-4	.	7	0	-10	-7	2	6	-13
CCOc1ccc(Nc2cc(Nc3ccccc3OCC)nc(C=C(C#N)C#N)n2)cc1	-0.4	32	-0.3	5	0	17	-2	-13	6	-15
CCOC(=O)N1CCN(C(=O)COc2ccccc2[N+](=O)[O-])CC1	-1.4	-3	0.6	-2	0	36	-9	2	-7	-3
CC(=O)N1CCN(C(=O)c2ccc(Cl)c(NC(=O)c3cccs3)c2)CC1	-2.6	-6	1.0	.	6	.	-9	-3	4	-6
O=C(Cn1cnc([N+](=O)[O-])n1)N/N=C/c1ccc(O)cc1O	-0.5	4	-11	-1	3	-33	.	-6	2	2
O=[N+]([O-])c1cccc(CON=Cc2ccccc2O)c1	1.4	-5	0.6	.	2	.	.	-9	.	9
CC12CN(Cc3ccccc3)CC(C)(CN(Cc3ccccc3)C1)C2=NO	0.7	0	.	-9	1	15	-27	-7	-9	10

One compound at a time, as listed above.
Entry for O=C(NCCS(=O)c1ccc(Cl)cc1)c1cccc(Cl)c1 (stereo unspecified) : Vc quorum ag = -0.2; MazEF act = -7; TcdB inh = 1.0; 3CLpro inhibitor = -1; Y pestis TopoI = 11; DUSP3 inh = 20; PriA SSB inh = -5; PrPC surface inh = -3; Rv3671c protease = 3; CCHFV vOTU inh = 12
Entry for CC(=O)N1CCN(C(=O)c2ccc(Cl)c(NC(=O)c3cccs3)c2)CC1 : Vc quorum ag = -2.6; MazEF act = -6; TcdB inh = 1.0; 3CLpro inhibitor = .; Y pestis TopoI = 6; DUSP3 inh = .; PriA SSB inh = -9; PrPC surface inh = -3; Rv3671c protease = 4; CCHFV vOTU inh = -6

Following part:
SMILES	Vc quorum ag	MazEF act	TcdB inh	3CLpro inhibitor	Y pestis TopoI	DUSP3 inh	PriA SSB inh	PrPC surface inh	Rv3671c protease	CCHFV vOTU inh
CCOC(=O)c1c(C)[nH]c(/C(C)=N/NC(=O)c2cccnc2)c1C	-0.2	-8	-3.0	.	1	.	.	-8	.	-4
CC(C)(C)NC(=O)c1ccnc(C(C)(C)C)c1	0.8	5	.	-7	-10	28	3	2	9	-1
CCN(CC(=O)Nc1ccccc1C(F)(F)F)C(=O)CCOc1ccccc1C	-1.4	-4	0.7	.	15	.	-2	-1	-11	4
COc1ccc2nc3n(c(=O)c2c1)-c1ncccc1C(=O)NC3Cc1ccccc1 (stereo unspecified)	-0.4	4	1.0	.	1	.	.	-1	.	0
Cc1ccc(NS(=O)(=O)c2ccc(C(=O)NCCN3CCOCC3)cc2)cc1	5.6	-1	1.3	.	-1	.	-6	1	4	-17
CCCCCOc1ccc(C(=O)NCC2(c3ccccc3)CCOCC2)cc1	1.8	-6	.	1	29	25	-39	7	-5	5
O=C(c1ccc(Cl)cc1)C1CCN(Cc2ccccc2)CC1	0.3	-4	1.0	0	2	-14	10	-2	-8	-7
CCc1nc(NCCCN2CCOCC2)c2oc3ccccc3c2n1	12	1	.	0	-10	-2	-19	2	-4	0
Cn1ccc2cc(-c3csc(N4CCC(C(N)=O)CC4)n3)ccc21	-0.7	1	.	.	-1	.	1	-3	-2	-4
CC1=C(N2CCOCC2)CCC1=O	i	2	-1.2	.	4	.	-2	-4	9	3
NC(=O)c1cc[n+](CC2=C(C(=O)O)N3C(=O)[C@@H](NC(=O)C(c4ccccc4)S(=O)(=O)[O-])[C@H]3SC2)cc1 (stereo partly specified)	-0.2	-8	.	-4	8	-3	-13	.	-10	.
CC(=O)C[C@H](O)CC(=O)[C@H]1OC(=O)CCCCCCCc2ccccc21	-0.6	7	.	.	25	.	-2	-4	-8	-11
CCn1c(C2CC(=O)N(c3ccc(C)c(C)c3)C2)nc2ccccc21 (stereo unspecified)	-0.3	4	1.3	0	12	6	-11	-9	4	23
CCOC(=O)C1(C)CCCN(C(=O)c2c(F)cccc2F)C1 (stereo unspecified)	-0.3	.	0.4	.	0	.	.	3	.	-10
COC(=O)c1cc(CNC(=O)Cc2ccsc2)ccc1OC	-0.3	2	-0.8	-2	6	7	-5	4	10	3
CCC(=O)NC(=S)NNC(=O)c1ccc([N+](=O)[O-])cc1	i	8	.	0	2	-2	-14	-12	-8	-1
COc1ccc(C)cc1Nc1n[n+](-c2ccccc2)c(-c2ccc(NC(C)=O)cc2)s1	0.4	-7	.	4	-9	20	47*	-1	-4	-2
Cc1cc(C)cc(NC(=O)CN(C)S(=O)(=O)c2cccc3nsnc23)c1	-3.2	-2	.	2	4	-4	2	-37	0	21
O=C(c1ccccc1Br)N1CCN(c2ncccn2)CC1	i	8	0.4	-3	-2	14	-5	11	.	-3
c1ccc(CN2CCC(N=C3NN=C(c4ccc5c(c4)OCCO5)CS3)CC2)cc1	i	12	-2.1	3	8	22	50*	3	10	11
COc1cccc(/C=N/Nc2cc(-n3nc(C)cc3-c3ccccc3)ncn2)c1O	-0.4	27	.	-4	-2	-1	.	-2	-1	-12
O=C(NC1CC1)c1ccc(-n2cccc2)cc1	-1.5	0	0.4	2	2	17	-2	-4	2	-13
CCNC(=O)CC1S/C(=N/N=C(\C)c2ccccc2)NC1=O (stereo unspecified)	.	7	0.3	7	-3	-3	.	4	-2	12
O=C(OCc1cn([C@H]2CN(CC3CCCCC3)[C@@H](c3ccccc3)C[C@@H]2O)nn1)c1ccccc1	-0.4	7	1.4	.	18	.	.	-3	.	2

Results in Y pestis TopoI and 3CLpro inhibitor, for some of the entries so far:
Molecule	Y pestis TopoI	3CLpro inhibitor
Cc1cc(C)cc(NC(=O)CN(C)S(=O)(=O)c2cccc3nsnc23)c1	4	2
O=C(c1ccccc1Br)N1CCN(c2ncccn2)CC1	-2	-3

New compounds follow:
SMILES	Vc quorum ag	MazEF act	TcdB inh	3CLpro inhibitor	Y pestis TopoI	DUSP3 inh	PriA SSB inh	PrPC surface inh	Rv3671c protease	CCHFV vOTU inh
Cc1ccc2c(c1)C(=O)N1[C@H]3c4cc(C)ccc4OC[C@@H]3[C@H](c3ccccc3)[C@]1(C)C(=O)N2	0.3	-9	0.8	.	2	.	12	12	-36	-9
COCCn1c(SCC(=O)N2CCCCCC2)nnc1-c1ccco1	-0.4	5	2.5	0	0	8	-20	-8	6	6
CCC(CC)CN1C(Nc2ccccc2)=NC[C@@H]1CC(C)C	i	12	.	-6	17	28	-4	.	2	.
Nc1cc(SCc2ccc(Cl)cc2Cl)ncn1	i	56*	0.8	.	-1	.	2	3	.	-6
CC(C(=O)N1CCN(C2c3ccccc3-c3ccccc32)CC1)N1C(=O)c2ccccc2C1=O (stereo unspecified)	i	2	.	0	9	37	19	-5	-3	2
O=C(N/C(=C\c1ccc2c(c1)OCO2)C(=O)N1CCOCC1)c1ccccc1Br	-0.3	3	0.4	-3	0	2	1	-3	2	8
CCOC(=O)N1CCC(Nc2c(Nc3cccc(CC)c3)c(=O)c2=O)CC1	-1.4	8	.	4	17	7	3	-12	7	11
CNC(=O)COc1ccc2oc3c(c2c1)CCCC3	i	2	1.7	-2	-4	1	-8	-3	-6	1
COc1cc(N=Nc2c(O)c3ccccc3[nH]c2=O)c(OC)cc1N=Nc1ccccc1	0.0	10	.	1	-8	14	3	.	-5	.
CCN(CC)C(=O)c1ccc(NC(=O)c2ccc(N3CCCC3=O)cc2)cc1	-1.2	4	-4.9	.	11	.	-2	3	3	16
Cc1ccc(CCNC(=O)CS(=O)Cc2nc(-c3ccccc3F)oc2C)cc1 (stereo unspecified)	4.2	6	-1.4	0	28	2	8	-3	-2	8
CCOc1cc(/C=C/c2cc(C(=O)O)c3ccccc3n2)ccc1OC	-0.1	-14	1.3	7	-5	-2	-9	-3	0	3
CC(C)(C)C(=O)Nc1sc(-c2ccccc2)cc1C(=O)O	-0.4	0	0.3	10	6	8	5	-1	-4	1
CC1CCC(NC(=O)CN2C(=O)c3cccnc3Oc3ccc(Cl)cc32)CC1 (stereo unspecified)	-4.2	10	3.9	7	-12	23	14	-7	5	9
O=C(CCn1c(=O)oc2ccccc21)Nc1ccon1	i	-3	.	2	8	1	-10	-4	-1	-17
NC(=S)NN=C(c1ccc(Br)cc1)C1CC1	i	1	-23	.	3	.	2	4	.	3
COc1cc(S(=O)(=O)NCc2cccnc2)ccc1F	11	5	.	-3	-5	13	-20	-2	-4	-4
CCn1ccnc1CN1CCCC(C(=O)c2ccc3c4c(cccc24)CC3)C1 (stereo unspecified)	-0.2	-5	2.2	4	?	4	23	6	2	-12
CC(C)(C)n1nnnc1CN1CCN(C(c2ccccc2)c2ccccc2)CC1	.	-14	.	-3	7	-27	-6	-1	0	9
O=C1NC(=O)C(c2ccccc2)(c2ccc(O)cc2)N1 (stereo unspecified)	i	-5	0.7	.	1	.	6	6	-1	0
COc1ccc(-c2cc(C(=O)NCCCN3CCOCC3)no2)cc1	-0.2	2	-0.2	5	5	36	-7	6	5	-8
CCOc1ccc(C2NC(=O)c3ccccc3O2)cc1OC (stereo unspecified)	i	3	1.0	-4	0	64	-14	8	-1	2
Cn1c(-c2cccc([N+](=O)[O-])c2)[n+](C)c2ccccc21	-0.4	4	-0.5	2	1	20	-9	-16	2	-16
O=C(CSC(=S)N1CCCC1)NCCc1ccccc1	i	4	3.5	.	-4	.	-6	-8	0	4
CCSc1ccccc1C(=O)NCCc1ccccc1	-0.3	4	1.4	3	11	12	-7	-1	-4	-7
C=CCn1c(O)c(C(CC)=Nc2ccccc2NC(=O)CC)c(=O)[nH]c1=O	i	0	.	5	2	24	-16	-2	1	-1
COC(=O)N/N=C/c1cc(Br)ccc1O	-0.2	-12	1.3	1	-2	31	.	-2	6	6
COc1ccc(CNC(=O)C(c2ccco2)N(C(=O)CNS(=O)(=O)c2ccccc2)c2ccccc2C)cc1 (stereo unspecified)	-0.6	3	.	2	5	-3	3	11	-7	18
COc1ccccc1CNS(=O)(=O)c1cccc2nsnc12	.	7	1.2	6	0	10	-1	-36	2	12
COC(=O)c1nc(Cl)c(Cl)c(N)c1Cl	1.4	3	0.3	1	8	-6	-5	-1	5	-11
O=c1c2ccccc2nc(-c2ccco2)n1CCCn1ccnc1	i	2	.	-2	-4	32	-1	-2	-6	-3
COc1cccc(-c2nnc(NC(=O)CCS(=O)(=O)c3ccc(C)cc3)o2)c1	2.8	0	0.8	.	4	.	3	-6	-5	-4
Cc1sc2ncnc(N(C)Cc3cccs3)c2c1C	0.1	-2	.	4	21	-2	-45	8	2	13
CC(Nc1nc(N2CCCC2)nc2ccccc12)c1ccccc1 (stereo unspecified)	-0.3	7	.	2	4	6	-4	-8	-6	6
CCCS(=O)(=O)N1CCC(C(=O)NCCCOC(C)C)CC1	-0.2	6	.	-3	-6	8	-1	-9	6	0
C=C1CCN([C@@H](C)C(=O)NCc2cc(OC)c(OC)c(OC)c2)S(=O)(=O)c2ccccc21	i	7	-1.4	.	2	18	-3	16	-2	2
COc1ccc(C(O)Cc2nccn2C)cc1 (stereo unspecified)	i	-1	0.4	.	-3	.	-5	-3	0	-16
O=C(O)C1C2C=CC(C2)C1C(=O)NCCCN1CCCC1=O (stereo unspecified)	i	5	0.2	-3	4	-4	30	1	0	-6
CCOc1cccc(Nc2cc3n(c(=O)n2)CCc2cc(OC)c(OC)cc2-3)c1	.	5	.	-1	7	31	12	-2	-6	-21

The list is partial, so the mix of outcomes need not match the whole.
